RORgamma inh – ROR gamma (mouse) transcription inhibition | P51450 | 5.4% of 310,000 active | AID 2551 | Drosophila S2 Gal4-RORgamma UAS-luciferase reporter, 20 h | Potency, µM (highest dose often 53.6 µM), for the others: at the top dose activity change, negative = inhibition, usual class: inhibitors; further: potency means the concentration at half of the fitted maximal effect; on the % scale 0 is the no-effect control and ±100 the full control effect; nearly all actives have a fitted effect of over 60% in size
Target sequence (P51450 whole entry, looked up, the tested form may be a part): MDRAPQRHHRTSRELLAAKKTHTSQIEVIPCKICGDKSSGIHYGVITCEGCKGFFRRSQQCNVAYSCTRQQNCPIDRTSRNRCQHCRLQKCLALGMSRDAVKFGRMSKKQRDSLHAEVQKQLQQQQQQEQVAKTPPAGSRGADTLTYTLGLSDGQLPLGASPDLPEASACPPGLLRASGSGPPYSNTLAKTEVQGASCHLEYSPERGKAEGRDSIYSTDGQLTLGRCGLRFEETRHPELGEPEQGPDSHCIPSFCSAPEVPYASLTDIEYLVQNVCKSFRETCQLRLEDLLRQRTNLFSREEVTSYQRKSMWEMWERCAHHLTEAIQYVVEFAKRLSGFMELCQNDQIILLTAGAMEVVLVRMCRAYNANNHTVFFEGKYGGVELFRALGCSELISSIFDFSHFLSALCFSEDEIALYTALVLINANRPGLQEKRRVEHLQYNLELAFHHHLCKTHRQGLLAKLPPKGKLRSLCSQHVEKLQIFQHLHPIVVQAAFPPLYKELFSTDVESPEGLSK
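Drosophila S2 cells stably expressing Gal4-DBD/mouse RORγ fusion under metallothionein promoter plus UAS-luciferase; compound 1 h, then 700 uM CuSO4 induction for 20 h at ambient temperature; inhibition read as reduced luminescence.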
Giardia killer – kills Giardia lamblia; 0.15% of 340,000 active; Giardia lamblia trophozoite viability; activity change, % at 7.66 µM, hits read low; in the data active means activity change below about -80%; inconclusive means between about -30% and that limit;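 further: parasites exposed to compound for two days anaerobically before the ATP read; on the % scale 0 is the no-effect control and ±100 the full control effect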
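Compounds were tested on trophozoites seeded at 100 cells/well and held 48 hrs at 37 deg C anaerobically. An ATP-based luminescent kit measured the remaining live cells.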
FLuc modulator – counter-screen for miR-21 project: firefly luciferase inhibitors or activators; P08659; purified FLuc, Km substrates, luminescence inhibition; Potency, µM (titrated, usually from 57.5 µM), inactives show top-dose activity change, negative = inhibition, most hits filed as inhibitors; 6.9% of 360,000 active; AID 588342;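 further: potency means the concentration at half of the fitted maximal effect; plate controls were vehicle for no effect and reference inhibitor for full effect; nearly all actives have a fitted effect of over 55% in size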
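Purified P. pyralis luciferase, 10 nM final, with Km-level 10 uM D-luciferin and 10 uM ATP in 50 mM Tris acetate pH 7.5, 10 mM Mg acetate, 0.01% Tween-20, 0.05% BSA; 6-point qHTS titration about 60 µM downward; luminescence read.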
ELG1 genotoxic – genotoxicity induction in ELG1-luciferase HEK293T cells | HEK293T ELG1-luciferase reporter, luminescence, 16 h | Potency, µM (top dose mostly 46 µM), without a hit: at the top dose activity change, positive = activation, actives largely listed as activators | 1.3% of 330,000 active | AID 504466; further: potency means the concentration at half of the fitted maximal effect; % of control where 0% means no effect; nearly all actives have a fitted effect of over 60% in size
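Step 1: seed 2,000 HEK293T ELG1-luciferase cells per well. Step 2: add compound or DMSO, incubate 16 hr at 37 °C. Step 3: ONE-Glo, 30 min at room temperature, read luminescence.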
Gal4-VP16 FLuc – Gal4-VP16 reporter inhibition counter-screen. 3.5% of 310,000 active. AID 2546. Drosophila S2 Gal4-VP16 UAS-luciferase, luminescence, 20 h. Potency, µM (titrated, usually from 53.6 µM), without a hit: top-dose activity, negative = inhibition, hits mostly inhibitors;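 further: Gal4-VP16 expression switched on by copper sulfate through the metallothionein promoter; potency means the concentration at half of the fitted maximal effect; on the % scale 0 is the no-effect control and ±100 the full control effect; nearly all actives have a fitted effect of over 50% in size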
Tb PFK block – T. brucei PFK enzyme inhibition; O15648; T. brucei PFK, ADP-Glo luminescence; Potency, µM (doses to about 57.5 µM), without a hit: at the top dose activity, negative = inhibition, most hits filed as inhibitors; 0.17% of 330,000 active; AID 485367;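 further: potency means the concentration at half of the fitted maximal effect; 0% = uninhibited 1x PFK enzyme wells and -100% = no-enzyme wells; nearly all actives have a fitted effect of over 60% in size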
Target sequence (O15648 whole entry, looked up): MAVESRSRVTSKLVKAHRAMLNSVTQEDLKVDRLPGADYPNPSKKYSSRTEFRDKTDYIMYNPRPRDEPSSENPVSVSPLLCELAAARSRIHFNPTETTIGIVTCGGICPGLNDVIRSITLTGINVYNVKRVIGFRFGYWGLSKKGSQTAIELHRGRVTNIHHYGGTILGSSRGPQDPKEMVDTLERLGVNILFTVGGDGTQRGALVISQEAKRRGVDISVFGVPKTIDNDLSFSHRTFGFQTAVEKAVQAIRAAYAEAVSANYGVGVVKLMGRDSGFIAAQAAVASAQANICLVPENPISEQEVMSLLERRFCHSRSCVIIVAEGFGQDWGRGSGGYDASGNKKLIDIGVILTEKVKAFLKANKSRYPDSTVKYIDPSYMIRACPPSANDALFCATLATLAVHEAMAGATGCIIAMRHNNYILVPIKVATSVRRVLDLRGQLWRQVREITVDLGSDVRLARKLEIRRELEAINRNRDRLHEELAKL
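ADP-Glo luminescence quantified ADP after 45 min at room temperature, with 1.25 nM T. brucei PFK, 0.1 mM ATP and 0.5 mM fructose-6-phosphate in pH 8.0 TEA buffer. qHTS titrations up to 57 µM; curves classified by quality.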
NPC1 promoter act – NPC1 promoter activation | Huh7 NPC1 promoter luciferase reporter, 24 h | Potency, µM (titrated, usually from 9.22 µM), for the others: at the highest dose activation, usual class: activators | 2.4% of 320,000 active | AID 485313;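 further: potency means the concentration at half of the fitted maximal effect; % of control where 0% means no effect; nearly all actives have a fitted effect of over 60% in size; reporter is driven by a mutant NPC1 promoter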
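NPC1 promoter–luciferase Huh7 cells; 24 h compound; luminescence.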
FBPA coupling cs – coupling enzyme interference in Giardia aldolase counter-screen; coupling enzyme system counterscreen, AmpLite Red fluorescence; activity change, negative = inhibition, % at 58.2 µM, hits read low; 0.67% of 290,000 active; in the data active means activity change below about -30%; further: on the % scale 0 is the no-effect control and ±100 the full control effect
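Coupling enzymes only (glyceraldehyde-3-phosphate) + compound, at 57.5 uM final, 10 min RT; add substrate/coupling/AmpLite Red mix, 20 min RT; fluorescence ex 525/em 598 nm. Actives flag coupling-system interference.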
Rab9 prom act – activates the Rab9 promoter; Huh7 Rab9 promoter-luciferase reporter, luminescence, 24 h; Potency, µM (titrated, usually from 9.22 µM), without a hit: top-dose activation, negative = inhibition, most hits filed as activators; 2.8% of 320,000 active; further: potency means the concentration at half of the fitted maximal effect; % of control where 0% means no effect; nearly all actives have a fitted effect of over 60% in size
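Stable Rab9-luc Huh7, 1500 cells/well, 2 h settle; cmpd in DMSO, 24 h, 37 °C/5% CO2; luciferase reagent 10 min RT; luminescence.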
uPA generation – cell surface uPA generation inhibition; AID 540303; 0.31% of 330,000 active; cell surface uPA generation assay, qHTS; Potency, µM (series often up to 38.3 µM), without a hit: at the top dose activity change, negative = inhibition, hits mostly inhibitors; active means well fitted inhibition curve with a large enough effect; inconclusive means small, poorly fitted or top-dose-only effect; inactive means no such curve, though single readings can be large or run the other way; tested in mouse RAW 264.7 cells; further: potency means the concentration at half of the fitted maximal effect; on the % scale 0 is the no-effect control and ±100 the full control effect; nearly all actives have a fitted effect of over 55% in size
KCNH2 3.1 inh – KCNH2 3.1 (human) potassium channel inhibition; U2OS KCNH2 3.1, thallium flux FluxOr; stronger effect = lower value; activity change, % (tested at about 1.8 µM); 0.95% of 340,000 active; AID 720553;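 active means maximum activity change below -70%; inconclusive means maximum activity change from -70% to -50%; inactive means maximum activity change above -50%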;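 further: thallium influx rate constant from kinetic fluorescence after stimulation buffer; on the % scale 0 is the no-effect control and ±100 the full control effect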
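Steps: virus added to U2OS suspension (4 h, RT, dark); medium with 10% FBS added, cells plated, 37 C overnight; FluxOr/Red40 loading buffer 45 min RT; stimulation buffer, 2 min kinetic read; rate constant normalized.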
* hit, by the source's call; u = inconclusive; x = not tested or not shown; [ ] = remark or other dose. Unless noted, the call rests on the fitted dose curve; in most records, active means well fitted curve in the direction sought with a large enough effect; inconclusive means small, poorly fitted or top-dose-only effect, or another doubt; inactive means no such curve, though single readings can be large; an effect the other way counts as inactive or inconclusive.

SMILES	RORgamma inh	Giardia killer	FLuc modulator	ELG1 genotoxic	Gal4-VP16 FLuc	Tb PFK block	NPC1 promoter act	FBPA coupling cs	Rab9 prom act	uPA generation	KCNH2 3.1 inh
CCOc1ncccc1C(=O)NCc1ccc(OC)c(OC)c1	9%	3	-1%	1%	-4%	7%	9%	-2	-4%	1%	-102*
Fc1ccc2nc(C(F)(F)F)cc(N3CCOCC3)c2c1	-8%	-8	3%	0%	10%	-1%	0%	2	-5%	0%	2
CCCCCC(=O)N[C@@H](c1ccccc1)[C@@H](O)C(=O)O[C@H]1C[C@@]2(O)[C@@H](OC(=O)c3ccccc3)C3[C@](C)(C(=O)[C@H](OC(C)=O)C(=C1C)C2(C)C)[C@@H](O)C[C@H]1OC[C@@]31OC(C)=O (stereo not given in full)	u	8	-1%	-1%	u	-1%	-36%[inhibitor]	1	-31%[inhibitor]	-57%	-2
COCCn1c(=S)[nH]c2cc(C(=O)N3CCN(c4cccc(Cl)c4)CC3)ccc2c1=O	11µM*	11	3%	-1%[9.26 µM]	u	-2%	-6%	-3	-5%	-18%	0
CCOC(=O)C1CCN(CC(O)COc2ccc(C(C)=O)cc2)CC1 (stereo not given)	u	20	1%	2%	7%	2%	0%	1	-2%	-15%	0
CCCCOC(=O)/C=C/c1c(C)[nH]c(=O)[nH]c1=O	17%	5	-2%	1%	-6%	0%	-1%	-1	-2%	8%	6
CCOc1ccc(-n2cc(C(=O)NCc3ccco3)c3cc(OC)c(OC)cc3c2=O)cc1	-36%	-3	-3%	-5%	u	5%	-9%	-1	19%	-8%	5
CCC1Nc2ncnc(N3CCN(c4ccccn4)CC3)c2N(Cc2ccc(Br)cc2)C1=O (stereo not given)	x	-9	x	-4%	x	7%	x	x	x	-18%	-28
CCOC(=O)c1c2ccc(OCC(=O)N/N=C/c3ccc(Cl)cc3)cc2n2ccccc12	11%	x	2%	-1%	12%	2%	-1%	-12	3%	x	x
CCCc1ccc2oc(C(=O)NCCCN3CCOCC3)c(C)c2c1	12%	-3	13µM*	u	-2%	2%	14%	x	1%[1.84 µM]	6%	19
COC(=O)c1cn(CC(=O)NCc2cccs2)c2ccccc12	u	11	-13%	13%	-6%	16%	u	1	3.5µM*	-2%	12
O=C(Cn1ccc(C(F)(F)F)n1)Nc1cccc(S(=O)(=O)N2CCCCC2)c1	u	3	-2%	-4%	6%	-1%	-7%	1	-1%	-3%	-15
CC(=O)Nc1ccc(C(=O)OCC(=O)Nc2ccccc2F)cc1	32%	3	-9%	0%	-9%	-2%	-5%	4	13%	19%	-17
COc1ccc(CCC(=O)Nc2ccc(S(=O)(=O)N3CCCC3)cc2)cc1OC	x	7	1%	0%	x	-1%	0%	x	1%	-1%	11
CCOC(=O)c1c(C)[nH]c(C2=NNC(=Nc3ccccc3OC)SC2)c1C	1%	-10	9.5µM*	-1%	-12%	0%	2.5µM*	-1	u	-15%	-16
CCS(=O)(=O)c1ccc(O)c(NC(=O)CC2(CC(=O)O)CCCC2)c1	5%	7	5%	1%	3%	0%	3%	-2	2%	-7%	9
CC(C)CC(=O)NC(NC(=S)Nc1sc2c(c1C#N)CCCC2)C(Cl)(Cl)Cl (stereo not given)	10µM*	0	-14%	-6%	u	-14%	-2%	11	5%	2%	8
CCn1c(=N)n(CCO)c2ccccc21	-25%	1	9%	0%	8%	3%	2%	1	3%	1%	21
Cc1cc(Cl)ccc1OCCCC(=O)OCC(=O)c1c(N)n(C)c(=O)n(C)c1=O	-2%	u	u	0%	-4%	0%	-5%	1	-4%	-1%	-1
CCOC(=O)C(NC(=O)NCc1ccccc1OC)(OCC)C(F)(F)F (stereo not given)	-9%	-18	u	0%	-7%	5%	0%	8	-6%	13%	x
COc1ccc(OC)c(CN2CCCCCC2)c1	-9%	19	9%	-8%	-6%	1%	1%	0	-2%	2%	21
Cc1ccc2c(c1)C(c1ccc(F)cc1)N(C(=O)c1ccccc1Br)CC(=O)N2 (stereo not given)	13%	13	-1%	-6%	-5%	-2%	-9%	3	1%	-12%	-14
CCN(CC)c1ccc(C(=O)c2ccccc2C(=O)O)c(O)c1	u	-4	u	10%	u	0%	17%	6	23%	-3%	7
CCN(CC)C(=O)COc1ccc(Br)cc1Cl	-22%	-3	-14%	1%	25%	23%	-3%	4	-2%[1.84 µM]	-1%	-19
CCNC(=S)NNC(=O)Cn1nc(C)cc1C	10µM*	2	6%	0%	-21%	-1%	0%	0	-7%	x	-12
Following part.
SMILES	RORgamma inh	Giardia killer	FLuc modulator	ELG1 genotoxic	Gal4-VP16 FLuc	Tb PFK block	NPC1 promoter act	FBPA coupling cs	Rab9 prom act	uPA generation	KCNH2 3.1 inh
O=C(NCC1CCN(C(=O)c2ccc([N+](=O)[O-])cc2)CC1)c1ccc([N+](=O)[O-])cc1	0%	-3	0%	-8%	-1%	-5%	0%	3	-3%	0%	3
O=C(Cn1cnc2ccccc21)Nc1ccc(SC(F)F)cc1	4µM*	-3	u	3%	7.9µM*	-1%	-28%	3	-23%	-2%	-31
C=CCOc1cccc(C(=O)N2CCCC(CNS(=O)(=O)c3cccs3)C2)c1 (stereo not given)	19%	-14	6%	-4%	-1%	0%	-2%	-2	-5%	-4%	-1
O=C1CCN(Cc2ccccc2)CCN1CCO	-20%	22	-2%	0%	-1%	5%	-8%	0	-3%	7%	-7
COc1ccc(/C=C2\Sc3ccc(C(=O)NCc4cccnc4)cc3N(C)C2=O)cc1OC	33%	-16	-15%	-16%	-12%[10 µM]	-9%	-5%	0	-16%	-1%	33
O=C(N/N=C/c1c[nH]c2ccccc12)c1cc(Br)ccc1O	5.6µM*	9	27µM*	6%	7.9µM*	u	19%	-2	14%	-10%	-4
COc1ccc(CCN(Cc2cc3ccc(C)cc3[nH]c2=O)C(C)=O)cc1OC	28%	19	4%	3%	-7%	2%	-1%	1	1%	-3%	7
CC(C)CCN1CC(=O)N2Cc3[nH]c4ccccc4c3C[C@H]2C1=O	-1%	-6	3%	-1%	2%	0%	-6%	0	-2%	-8%	4
O=c1c2c3nc4ccccc4nc3n(-c3ccc4c(c3)OCCO4)c2ncn1C1CCCC1	17%	21	-20%	-4%	-7%	2%	-1%	-3	-8%	5%	20
Cc1ccc(S(=O)(=O)N2CCOCC2)cc1N/N=C(\C#N)c1nc2ccccc2[nH]1	u	-22	-7%	-3%	12%	11%	-7%	-11	-1%	-5%	12
O=c1[nH]cccc1-c1nc2ccccc2n1Cc1cccc(F)c1	u	2	-1%	-1%	-1%	0%	-1%	3	-4%	3%	14
Nc1c(Cl)ncnc1N/N=C/c1ccc2ccccc2n1	0.4µM*	-7	4.8µM*	u	1µM*	4%	u	-9	u	7%	-23
N#CC1=C(Nc2ccccc2)SC=C(c2ccc(Br)cc2)N=C1N1CCOCC1	19%	-4	5%	-3%	-9%	-1%	1%	3	0%	0%	-21
O=C(Nn1c(-c2ccc(Br)cc2)nc2ccccc2c1=O)c1ccc([N+](=O)[O-])cc1	u	-8	3%	-4%	-10%	5%	-1%	5	-2%	2%	12
CCOC(=O)c1c(NC(=O)CN2CCOCC2)sc2c1CCCC2	-11%	5	2%	1%	2%	-7%	-2%	0	-4%	-2%	-2
CC1(C)O[C@@H]2[C@H](O1)[C@@H](CO)O[C@H]2n1cnc2c(N)ncnc21	x	8	2%	4%	x	3%	0%	x	-7%	8%	11
Cc1ccc(Cn2c(SCC(=O)N3CC(=O)Nc4ccccc43)nc3ccccc3c2=O)cc1	1.6µM*	14	u	1%	u	-10%	4%	-1	-2%	-5%	3
CC1CCc2c(sc(NC(=O)CSc3nc4c(c(C(F)(F)F)n3)CCc3ccccc3-4)c2C(N)=O)C1 (stereo not given)	-9%	-10	3%	-2%	1%	0%	0%	-1	-2%	5%	0
COc1ccc(-n2c(COc3cccc(C)c3)nnc2SCC(=O)O)cc1	36%	-10	8%	-1%	-3%	1%	-1%	17	-1%	2%	1
O=C(CCN1C(=O)/C(=C/c2cccs2)SC1=S)Nc1ccccn1	u	-2	-14%	-8%	0%[10 µM]	0%	-1%	-2	-10%	-6%	-16
COc1cc2c(cc1/C=C1/NC(=O)N(c3ccccc3)C1=O)OCO2	2%	5	-3%	8%	-13%	0%	2%	0	18%	-6%	-7
COc1cc2cnc(-c3ccccc3)c(C(=O)c3ccc(OCc4ccccc4)cc3)c2cc1OC	x	-10	x	1%	x	0%	x	x	x	2%	-4
CC1(C)CC(=O)C(C2C3=C(CC(C)(C)CC3=O)Oc3ccc4ccccc4c32)C(=O)C1 (stereo not given)	42%	-5	u	7%	6%	-9%	u	0	u	-2%	-9
CCN(C(=O)COC(=O)c1ccc(C)c(S(=O)(=O)N2CCCCC2)c1)C1CCS(=O)(=O)C1 (stereo not given)	x	-3	-1%	5%	x	8%	-3%	x	-3%	-4%	-10

Bioassay records (PubChem)

No enrichment for hits (roughly 14% active in at least one column).
